C2C12 statin: suppressors of statin myotoxicity in C2C12 myotubes, primary screen, cell-based, single point, plate reader; C2C12 myotubes + simvastatin, ATP luminescence, 48 h; scaled: DMSO 0, geranylgeraniol control 100; rescue of ATP level, % at 7.49 µM; 330,000 tested, 0.78% active; AID 602340, 2012;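 active = mean ATP rescue above about 67%, or every replicate alone reaching that limit, limit read from the data, passing the limit was not always enough; inconclusive = no clear call, values can overlap the other calls; inactive = mean under the limit and some replicate under it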;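 note: myotubes were challenged with 10 µM simvastatin during compound exposure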
LGR2 inh: inhibitors of bursicon-induced LGR2 CRE-luciferase signal, primary screen, cell-based, HEK293, CRE-luciferase reporter, bursicon stimulation. 380,000 tested, 0.35% active. bursicon-stimulated, 4 h. inhibition, % at 9.99 µM;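 active = drop in luminescence signal, shown as inhibition above about 50% in the replicate tests, limit read from the data, passing the limit was not always enough; inconclusive = probably only some replicates passing the limit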;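 note: agonist challenge used bursicon conditioned medium at about half maximal strength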
SIRT5 block: SIRT5 desuccinylase inhibitors, primary screen, biochemical, fluorescence imaging, single point, set 5 | NAD-dependent protein deacylase sirtuin-5, mitochondrial (Homo sapiens), Q9NXA8 | Purified SirT5, succinyl-peptide AMC, trypsin-coupled fluorescence | inhibition, % at 15 µM | 330,000 tested, 1.1% active | AID 652115, 2013; in the data active = inhibition above about 15%; inconclusive = no clear call, values can overlap the other calls
PGC1a acetyl inh: inhibitors of PGC1a acetylation signal, primary screen, cell-based, U2OS, AlphaScreen, inhibitor mode. AlphaScreen anti-acetyl-lysine; with virally co-expressed GCN5 acetyltransferase. 350,000 tested, 0.17% active. AID 651687, 2012. inhibition, % at 15.6 µM;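 active = every replicate shows inhibition of at least 40%; inconclusive = mean inhibition at least 40% but some replicate below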;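 note: 0% = neutral control wells and 100% = positive control wells; some results beyond the cut were filed as inactive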
XiGFP reactiv: activators of inactive X chromosome reactivation, primary screen, imaging, XiGFP fibroblasts, GFP high-content imaging, set 2; XiGFP mouse fibroblasts, % GFP-positive cells imaging, 3 d; cells co-treated with 5-aza-dC sensitizer; scaled so ellipticine positive control = 100%; activation, % at 7.58 µM; 360,000 tested, 0.055% active; AID 743238, 2013;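 active = mean normalized replicate activation at least 10% and every replicate at or above 10%; inconclusive = only one of the two criteria met; inactive = mean below 10% and not all replicates reach 10%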;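 note: 0% = median of on-plate neutral control wells and 100% = ellipticine 6 µM median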
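Schedule: 3 d treatment, 15 min room-temperature fixation; system: 68-5-11 XiGFP fibroblast line; buffer or medium: DMEM plus 5-aza-dC sensitizer; control set: ellipticine 6 µM positive control; compound: one concentration, pinned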
ERAP1 HTS inh: human ERAP1 aminopeptidase inhibitors, primary screen, biochemical, single point, plate reader; Endoplasmic reticulum aminopeptidase 1 (Homo sapiens), Q9NZ08; AID 652197, 2013; 340,000 tested, 0.15% active; inhibition, % at 10.7 µM; recombinant ERAP1, Leu-AMC fluorescence, 60 min;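 active = mean replicate inhibition of at least 30%, or all replicates individually reaching that 30% level; inactive = mean below 30% and not every replicate reaching it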;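 note: 0% = neutral control wells and 100% = L-leucinethiol positive control wells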
Target sequence (Q9NZ08 whole entry, looked up): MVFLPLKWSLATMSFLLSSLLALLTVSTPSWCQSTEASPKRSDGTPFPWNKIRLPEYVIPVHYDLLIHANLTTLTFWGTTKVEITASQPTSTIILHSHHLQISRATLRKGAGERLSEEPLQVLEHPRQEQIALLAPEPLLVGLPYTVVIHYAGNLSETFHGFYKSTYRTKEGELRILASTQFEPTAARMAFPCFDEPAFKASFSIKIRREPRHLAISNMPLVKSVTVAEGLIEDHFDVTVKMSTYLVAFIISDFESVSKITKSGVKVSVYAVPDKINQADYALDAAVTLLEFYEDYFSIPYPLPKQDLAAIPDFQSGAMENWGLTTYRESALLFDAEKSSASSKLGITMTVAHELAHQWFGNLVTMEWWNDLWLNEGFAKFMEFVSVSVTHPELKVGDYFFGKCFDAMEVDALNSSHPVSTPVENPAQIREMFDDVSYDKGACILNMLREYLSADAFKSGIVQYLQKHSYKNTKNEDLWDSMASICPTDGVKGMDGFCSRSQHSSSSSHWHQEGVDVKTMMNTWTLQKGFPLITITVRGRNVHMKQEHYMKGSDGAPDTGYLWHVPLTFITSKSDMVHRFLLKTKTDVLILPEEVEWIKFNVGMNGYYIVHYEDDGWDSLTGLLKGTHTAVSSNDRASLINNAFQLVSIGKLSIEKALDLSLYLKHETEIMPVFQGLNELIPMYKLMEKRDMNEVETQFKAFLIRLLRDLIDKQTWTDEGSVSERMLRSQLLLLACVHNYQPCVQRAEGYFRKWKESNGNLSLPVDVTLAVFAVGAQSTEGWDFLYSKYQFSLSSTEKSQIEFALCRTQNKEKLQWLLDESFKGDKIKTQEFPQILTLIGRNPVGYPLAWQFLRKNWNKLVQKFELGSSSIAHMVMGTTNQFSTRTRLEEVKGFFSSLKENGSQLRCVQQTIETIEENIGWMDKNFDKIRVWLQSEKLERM
S100A4 inh HTS: inhibitors of S100A4-myosin IIA peptide binding, primary screen, biochemical, fluorescence polarization, TAMRA-MyoIIA peptide | Protein S100-A4 (Homo sapiens), P26447 | inhibition, % at 10.7 µM | 360,000 tested, 0.14% active | AID 652163, 2013;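 active = mean inhibition of at least 70% across replicates, with every replicate also reaching that level; inconclusive = mean inhibition reaches 70% but some replicates fall short; inactive = mean inhibition below 70%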
Target sequence (P26447 whole entry, looked up): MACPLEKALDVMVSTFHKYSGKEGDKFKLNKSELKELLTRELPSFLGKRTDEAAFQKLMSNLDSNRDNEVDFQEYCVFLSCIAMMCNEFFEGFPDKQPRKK
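Assay system: human S100A4 monomer with TAMRA-labelled myosin IIA peptide / Buffer or medium: Calcium-containing HEPES buffer, pH 7.2 / Reagent: TAMRA-labelled myosin IIA heavy-chain peptide probe, 5 nM / Compound: one dose per compound / Timing: polarization read 5 min after assay mix addition, stable 5–60 min / Benchmarks: neutral control DMSO, positive control TFP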
Cneo AK release: Cryptococcus neoformans cell lysis inducers, primary screen, AK release luminescence, single concentration; lysis activity, % at 15 µM; 360,000 tested, 0.2% active; C. neoformans lysis, adenylate kinase release luminescence, 4 h; normalised: neutral wells 0, clomiphene wells 100; AID 651654, 2012;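 active = mean lysis activity across replicates of at least 80%, whatever share of replicates individually reach that level; inactive = mean lysis activity below 80%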
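Assay system: Cryptococcus neoformans yeast cells / Dosing: single-point compound dose / Timing: 4 h at 37 °C static, read 1 h later / Measured by: luminescence of released adenylate kinase using an AK detection reagent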
An asterisk follows results filed as active; ? = inconclusive; · = not tested or not shown; & = joins results of further samples.

SMILES | C2C12 statin | LGR2 inh | SIRT5 block | PGC1a acetyl inh | XiGFP reactiv | ERAP1 HTS inh | S100A4 inh HTS | Cneo AK release
C=CCn1c(O)c(C(C)=NCCc2c[nH]c3ccccc23)c(=O)[nH]c1=O | · | 0 | -2 | · | 0.0 | 2 | 0 | ·
CC12CN3CCN(CC(C3)/C1=N/NC(N)=O)C2 | · | -14 | 1 | 4 | 0.3 | -4 | 6 | ·
COc1cc(OC)c(OC)cc1CN1CCN(C(=O)Cc2ccccc2)CC1 | 3 | 4 | -3 | · | 0.0 | -5 | -4 | -1
CCOC(=O)C1=C(N)OC2=C(C(=O)CCC2)[C@]12C(=O)N(CC(N)=O)c1ccccc12 | · | 6 | 0 | · | 0.3 | 0 | -1 | ·
CS(=O)(=O)N1Cc2cnnn2-c2ccccc2C1C#N (stereo unspecified) | 9 | 16 | -9 | 18 | 0.3 | -1 | 7 | 0
CC1=CC(=O)C2=C(C)C[C@H](O)[C@@H]3[C@H](OC(=O)[C@H]3C)[C@@H]12 | 10 | 22 | 3 | ? | -0.1 | -2 | -4 | 2
Cc1cc(N2CCNC[C@H]2C)ccc1N1CCN[C@H](C)C1 | · | 2 | 0 | · | 0.2 | 15 | -14 | ·
O=C(Nc1ccc(Cl)cc1)OC1CN2CCC1CC2 (stereo unspecified) | -9 | · | -5 | 7 | 0.0 | 1 | 1 | ·
C=Cc1ccc(Cn2c(C(=O)O)c(C=O)c3ccccc32)cc1 | · | · | 17* | · | 0.0 | 4 | -15 | ·
O=C(NCCN1CCC2(CC1)C(=O)NCN2c1ccccc1)c1ccc(F)cc1 | · | 5 | -2 | · | 0.0 | 1 | 0 | ·
COC(=O)C(O)(c1ccc(NC(=S)NC(=O)c2ccc(Cl)cc2Cl)c(C)c1)C(F)(F)F (stereo unspecified) | · | 14 | 3 | · | -0.1 | 0 | -7 | 7
CCNC(=O)N1Cc2ccccc2-n2nncc2C1 | 3 | -2 | -7 | 1 | 0.5 | 5 | -6 | 0
Fc1ccccc1CNC1CN2CCC1CC2 (stereo unspecified) | · | -27 | 1 | -11 | 0.0 | 2 | -3 | ·
CC(=O)OCC[N+](C)(C)C | 8&-1&-2 | -4&-11&11 | -1&-1&6 | -4 | 0.2&0.0&0.2 | -3&-1&0 | -5&8&-5&-4 | 2&-2&-1
O=C1CN=C(c2ccccc2)c2cc([N+](=O)[O-])ccc2N1 | 1 | -8 | · | ? | · | -4 | 1 | 1
C#CCOc1ccc2c(c1)c(C(C)=O)c(C)n2Cc1ccccc1 | · | 7 | -7 | -35 | 0.4 | 5 | -2 | -6
CCOC(=O)[C@]12Cc3cc(OC)ccc3[C@H]1N(Cc1ccccc1)C(=O)c1cc(F)c(F)cc12 | 40 | 28 | -4 | · | -0.1 | -3 | -2 | 0
COc1ccc(-n2nnnc2C(c2ccccc2)N2CCC3(CC2)C(=O)NCN3c2ccccc2)cc1 (stereo unspecified) | -5 | 17 | -1 | -6 | 0.0 | · | 1 | 0
CCOC(=O)[C@]12Cc3cc4ccccc4cc3[C@H]1N(Cc1ccccc1)C(=O)c1cc(OC)ccc12 | · | 43 | -8 | · | 0.0 | · | -1 | ·
Cc1ccc(S(=O)(=O)N(C)c2ccc(C(=O)NCC3(N(C)C)CCCCC3)cc2)cc1 | -10 | -3 | 1 | -20 | -0.1 | 2 | 8 | -2
C=Cn1ccnc1P(O)(=S)c1nc(C)c(CCOC(C)=O)s1 (stereo unspecified) | · | 12 | -3 | -19 | -0.5 | 5 | 4 | ·
O=C(Nc1ccc(Cl)cc1)N1CC2CC(C1)c1cccc(=O)n1C2 (stereo unspecified) | -9 | -20 | -3 | · | 0.1 | 0 | ? | 0
Cc1onc(-c2c(Cl)cccc2Cl)c1/C(N)=N/OC(=O)N(C)C | · | 9 | -6 | 8 | -0.1 | 0 | 2 | ·
O=C(O)[C@H]1[C@H](CO)[C@H]2Cn3c(ccc(-c4cncnc4)c3=O)[C@@H]1N2C(=O)NC1CCCC1 | 3 | -15 | -18 | · | 0.3 | 0 | 4 | -1
Cc1ccc2c(c1)cc1c(=O)n(CC(=O)N3CCC4(CC3)OCCO4)nc(C)n12 | -10 | 3 | -1 | 3 | 0.0 | 3 | -13 | 5
O=C(CCC(=O)N1CCC2(CC1)OCCO2)Nc1nnc(C(F)(F)F)s1 | 12 | 4 | -2 | -7 | · | -2 | 3 | 7
O=[N+]([O-])c1ccc(C2[C@H]3C(c4ccccc4)=NC4(CCCC4)N23)cc1 (stereo partly specified) | · | 8 | 0 | · | 0.0 | 4 | 2 | 0
Cc1ccc(CN2CCSc3ccc(C(=O)N4CCC5(CC4)OCCO5)cc32)cc1 | -21 | 19 | -4 | · | 0.0 | 0 | 2 | 2
CCc1n[nH]c(CCN)n1 | · | -27 | 1 | -25 | -0.1 | 2 | 1 | -3
Oc1ccc(Cl)cc1Cc1ccccc1 | 41 | 9 | 1 | · | 0.4 | 2 | 6 | -2
CCCCCOc1ccc(C)cc1CN(CCCl)CCCl | · | 12 | -4 | · | -0.1 | 0 | -4 | ·
COC(=O)C1=Nc2ccccc2/C1=C\c1c(O)n(-c2ccc(Br)cc2)c(=O)[nH]c1=O | · | · | 7 | · | 0.0 | 3 | 1 | ·
CN1C2CCC1CC(OC(c1ccccc1)c1ccccc1N)C2 (stereo unspecified) | -6 | 1 | -5 | 3 | 0.0 | 1 | 2 | -2
Cc1ccc(N2C(=O)CC(=O)NC2=O)c(C)c1 | -7 | -2 | -4 | 5 | 0.0 | 3 | -9 | -1
Brc1ccccc1 | 2 | · | 0 | 7 | · | -1 | 2 | 1
COC(=O)[C@@H]1[C@@H](CO)[C@@H]2Cn3c(ccc(-c4ccncc4)c3=O)[C@H]1N2S(=O)(=O)c1ccccc1F | 0 | 1 | -65 | · | 0.6 | 1 | 2 | -1

Exported in markdown: entries from further up.
| canonical_smiles | C2C12 statin | LGR2 inh | SIRT5 block | PGC1a acetyl inh | XiGFP reactiv | ERAP1 HTS inh | S100A4 inh HTS | Cneo AK release |
| --- | --- | --- | --- | --- | --- | --- | --- | --- |
| CCc1n[nH]c(CCN)n1 | · | -27 | 1 | -25 | -0.1 | 2 | 1 | -3 |
| Oc1ccc(Cl)cc1Cc1ccccc1 | 41 | 9 | 1 | · | 0.4 | 2 | 6 | -2 |
| CCCCCOc1ccc(C)cc1CN(CCCl)CCCl | · | 12 | -4 | · | -0.1 | 0 | -4 | · |
| COC(=O)C1=Nc2ccccc2/C1=C\c1c(O)n(-c2ccc(Br)cc2)c(=O)[nH]c1=O | · | · | 7 | · | 0.0 | 3 | 1 | · |
| CN1C2CCC1CC(OC(c1ccccc1)c1ccccc1N)C2 (stereo unspecified) | -6 | 1 | -5 | 3 | 0.0 | 1 | 2 | -2 |
| Cc1ccc(N2C(=O)CC(=O)NC2=O)c(C)c1 | -7 | -2 | -4 | 5 | 0.0 | 3 | -9 | -1 |
| Brc1ccccc1 | 2 | · | 0 | 7 | · | -1 | 2 | 1 |
| COC(=O)[C@@H]1[C@@H](CO)[C@@H]2Cn3c(ccc(-c4ccncc4)c3=O)[C@H]1N2S(=O)(=O)c1ccccc1F | 0 | 1 | -65 | · | 0.6 | 1 | 2 | -1 |

Entries of single compounds as entered above. Values in the order: C2C12 statin | LGR2 inh | SIRT5 block | PGC1a acetyl inh | XiGFP reactiv | ERAP1 HTS inh | S100A4 inh HTS | Cneo AK release
CCc1n[nH]c(CCN)n1 is entered as · | -27 | 1 | -25 | -0.1 | 2 | 1 | -3
CN1C2CCC1CC(OC(c1ccccc1)c1ccccc1N)C2 (stereo unspecified) is entered as -6 | 1 | -5 | 3 | 0.0 | 1 | 2 | -2

The list goes on:
SMILES | C2C12 statin | LGR2 inh | SIRT5 block | PGC1a acetyl inh | XiGFP reactiv | ERAP1 HTS inh | S100A4 inh HTS | Cneo AK release
COC(=O)[C@@H]1[C@@H](CO)[C@@H]2Cn3c(ccc(-c4ccccc4F)c3=O)[C@H]1N2Cc1ccccc1 | 7 | -8 | 4 | · | 0.2 | 1 | -12 | -5
COc1ccc(NC2=NC(C)(C)CS2)cc1 | -1 | -79 | -2 | 0 | 0.3 | 8 | -9 | 2
O=C1NC(=O)C(CCc2ccncc2)(Cc2ccc(OCc3ccccc3)cc2)C(=O)N1 | · | -5 | 2 | · | 0.2 | -1 | -2 | ·
O=C1CCN(C(=O)CNC(=O)Cc2ccccc2)CC1 | · | 3 | -5 | · | 0.0 | -3 | -2 | ·
COC(=O)[C@@H]1[C@@H](CO)[C@@H]2Cn3c(ccc(/C=C/c4ccccc4)c3=O)[C@H]1N2C(=O)C1CCC1 | -7 | -12 | -97 | · | 0.0 | -293 | 16 | -1
CC(=O)N1N=C2C3CCN(CC3)C2C1c1ccccc1 (stereo unspecified) | 5 | -4 | · | 1 | · | · | · | -1
Oc1ccc(C[C@H]2NCCc3cc(O)c(O)cc32)cc1O | 20 | -15 | -2 | 4 | 0.1 | 0 | -1 | 2
COC(=O)C1=C(c2c(C)noc2C)C[C@@H]2CC[C@H]1N2C(=O)NC1CCCCC1 | 8 | 8 | 1 | -23 | 0.0 | -1 | -2 | 2
CC12CCC(=O)C=C1C=CC1C2CCC2(C)C(O)CCC12 (stereo unspecified) | 9 | -1 | -1 | -2 | 0.0 | -7 | -15 | -14
Cc1nonc1OCCNCCNc1ccc([N+](=O)[O-])c2cccnc12 | 0 | -8 | · | 0 | 0.0 | 0 | 4 | 11
O=c1[nH]c(=O)n(Cc2ccco2)c(O)c1/C=N/N1CCCCCC1 | 1 | -7 | 0 | · | 0.0 | -1 | -4 | -6
CCCCCn1c(=O)c(C(=O)Nc2ccccc2N)c(O)c2ccccc21 | -91 | 4 | 0 | 0 | 0.0 | 3 | -6 | 0
CCc1nn(CC(=O)N2CCC3(CC2)OCCO3)c(=O)c2cc3ccccc3n12 | 2 | 3 | -1 | 8 | 0.2 | -3 | -11 | 5
CC(=O)N(C1=NCCCS1)c1ccccc1Cl | 9 | -3 | · | · | 0.0 | · | -21 | 1
O=C1C2(c3ccccc3)CN3CN(C2)CC1(c1ccccc1)C3 | -2 | -2 | -3 | 0 | · | 5 | 5 | 0
CCOC(=O)c1c(C=O)c2ccccc2n1Cc1ccccc1 | -5 | -1 | -1 | -9 | 0.3 | 3 | -7 | 6
C[C@H]1CCCC(=O)CCCCCc2cc(O)cc(O)c2C(=O)O1 | -2 | 16 | 5 | 7 | 0.1 | -3 | -12&-2 | 2
COC(=O)C(=O)N1CC2(C)CNCC(C)(C1)C2=O | -4 | -4 | 1 | 8 | 0.1 | 1 | -5 | 1
COc1ccc(CN2Cc3cc(-c4ccccc4)ccc3-n3nncc3C2)cc1 | 16 | 9 | · | -14 | 0.4 | · | -4 | -2

Screening data: PubChem BioAssay, Broad Institute

An excerpt. The share of hits here may be higher or lower than overall.
